Compound activity as filed in PubChem BioAssay.
bIAP inh = bovine intestinal alkaline phosphatase inhibitors, primary screen, selectivity assay for TNAP inhibitor project, biochemical, bovine IAP, CDP-star luminescence | 190,000 tested, under 10 active | purified bovine IAP, 30 min | alkaline phosphatase, intestinal [Bos taurus] | inhibition, % at 20 µM;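 active = over 50% inhibition of intestinal alkaline phosphatase at 20 µM in the single-dose screen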
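test system = bovine IAP enzyme | medium = DEA buffer 100 mM, pH 9.8, with MgCl2 1.0 mM, ZnCl2 0.02 mM | detection = luminescence | dosing = single compound dose of 20 µM, 2% DMSO final | incubation = 30 min reaction at room temperature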
TNAP inh hi DEA = human TNAP enzyme inhibitors, primary screen, biochemical, luminescent, high phosphate acceptor level, uHTS | Alkaline phosphatase, tissue-nonspecific isozyme (Homo sapiens), P05186 | purified TNAP, CDP-star luminescence, 1 M DEA | inhibition, % at 20 µM | 200,000 tested, 0.03% active | AID 1135, 2008;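 active = over 50% inhibition of tissue-nonspecific alkaline phosphatase at 20 µM in the single-dose screen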;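 also: plate controls were DMSO wells for no effect and EDTA-quenched wells as full inhibition for full effect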
Target sequence (P05186 whole entry, looked up): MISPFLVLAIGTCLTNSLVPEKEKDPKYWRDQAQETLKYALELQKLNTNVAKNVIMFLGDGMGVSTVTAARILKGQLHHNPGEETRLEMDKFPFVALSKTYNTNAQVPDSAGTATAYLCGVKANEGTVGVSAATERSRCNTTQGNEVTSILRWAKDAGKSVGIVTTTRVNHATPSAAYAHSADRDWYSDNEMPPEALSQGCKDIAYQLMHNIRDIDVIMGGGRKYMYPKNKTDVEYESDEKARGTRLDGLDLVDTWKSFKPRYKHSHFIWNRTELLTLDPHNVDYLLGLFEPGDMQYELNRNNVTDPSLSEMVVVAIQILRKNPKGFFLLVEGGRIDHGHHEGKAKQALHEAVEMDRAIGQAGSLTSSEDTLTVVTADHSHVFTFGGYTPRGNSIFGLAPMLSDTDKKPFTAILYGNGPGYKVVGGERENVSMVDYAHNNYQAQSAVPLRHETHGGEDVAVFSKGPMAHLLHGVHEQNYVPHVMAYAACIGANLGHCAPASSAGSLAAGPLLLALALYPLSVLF
TNAP inh no acc = human TNAP enzyme inhibitors, primary screen, biochemical, luminescent, no phosphate acceptor, uHTS. purified TNAP, CDP-star luminescence, 30 min. inhibition, % at 20 µM. 200,000 tested, 0.26% active. AID 1012, 2008;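 active = tissue-nonspecific alkaline phosphatase inhibition above about 50% at 20 µM in the single-dose screen, limit read from the data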;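 also: 0% = DMSO negative control and 100% = EDTA positive control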
L major viab = Leishmania major promastigote growth inhibition, primary screen; 200,000 tested, 9% active; AID 1063, 2008; inhibition, % at 10 µM; Leishmania major promastigotes, resazurin fluorescence viability; in the data active = inhibition above about 50%;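 also: promastigotes grown with compound for 44 hours at 28 °C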
bIAP act = bovine intestinal alkaline phosphatase activators, primary screen, biochemical, bovine IAP, CDP-star luminescence | purified bovine IAP, 30 min; active compounds read high; fold of DMSO-control signal, blank-subtracted | 200,000 tested, 0.17% active | activation factor at 20 µM | alkaline phosphatase, intestinal [Bos taurus];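 active = activation factor of 2 or more at 20 µM, a signal rise over negative controls twice the positive control's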
Diaph inh CS = diaphorase inhibitors and chemical oxidizers, primary screen, counter-screen for diaphorase-coupled primary assays, biochemical, uHTS, resorufin fluorescence. diaphorase resazurin-to-resorufin fluorescence, NADH, 16 min; bacterial (C. kluyveri) enzyme, not human. inhibition, % at 20 µM. 190,000 tested, 0.69% active;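 active = primary screen inhibition at 20 µM above a set limit, cut at about 50% in these data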;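 also: plate controls were DMSO with full reaction for no effect and wells lacking NADH for full effect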
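Assay system: diaphorase enzyme from Clostridium kluyveri; Input: enzyme working solution with 0.14 U/mL diaphorase; Timing: 16 min at room temperature; Technique: resorufin fluorescence, excitation 544 nm, emission 590 nm; Benchmarks: positive control minus NADH, DMSO neutral control.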
Diaphorase act = compounds boosting diaphorase resazurin reduction – biochemical, uHTS, resorufin fluorescence, counter-screen for diaphorase-coupled primary assays, primary screen | Diaphorase/resazurin coupled assay, 16 min; active compounds read high; 1 = vehicle wells, 0 = NADH-free wells | activation factor at 20 µM | 190,000 tested, 0.005% active | AID 1229, 2008;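 active = diaphorase activity raised at least twofold by the compound at 20 µM; inactive = activation factor below 2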
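Test system: Clostridium kluyveri diaphorase, purified enzyme. Buffer or medium: 50 mM HEPES pH 7.4 buffer plus MgCl2 and Tween 20. Also added: 0.114 mM NADH and 0.1 mM resazurin, final amounts. Dosing: compound 20 µM once, DMSO 1%. Schedule: 16 min enzyme reaction, ambient temperature. Detection: fluorescence of resorufin, 544 nm excitation, 590 nm emission.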
TNAP act hi DEA = TNAP activators at high phosphate acceptor level, primary screen, biochemical, luminescence, uHTS | purified TNAP, CDP-star luminescence, 1 M DEA, 30 min; active compounds read high; 0 = EDTA background, 1 = DMSO-only activity | activation factor at 20 µM | Alkaline phosphatase, tissue-nonspecific isozyme (Homo sapiens), P05186 | AID 1136, 2008 | 200,000 tested, under 10 active;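 active = activation factor at least 2 at 20 µM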
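Dosing: 20 µM single point. System: human TNAP. Amount: TNAP 1/800 final. Incubation: 30 min, room temperature. Read-out: TNAP activation factor scaled between EDTA and DMSO control wells. Signal: luminescence from CDP-star hydrolysis. Medium: 1 M DEA, pH 9.8, Mg2+, Zn2+. Control set: EDTA negative control, DMSO positive control.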
PMI act satM6P = human PMI activators, high substrate, primary screen, biochemical, fluorescence intensity, near-saturating mannose 6-phosphate | coupled PMI enzyme assay, resazurin fluorescence, 20 min; active compounds read high; 1 = untreated enzyme, 0 = substrate-free blank | Mannose-6-phosphate isomerase (Homo sapiens), P34949 | 190,000 tested, 0.34% active | activation factor at 20 µM;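 active = activation factor of 2 or more at 20 µM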
Target sequence (P34949 whole entry, looked up): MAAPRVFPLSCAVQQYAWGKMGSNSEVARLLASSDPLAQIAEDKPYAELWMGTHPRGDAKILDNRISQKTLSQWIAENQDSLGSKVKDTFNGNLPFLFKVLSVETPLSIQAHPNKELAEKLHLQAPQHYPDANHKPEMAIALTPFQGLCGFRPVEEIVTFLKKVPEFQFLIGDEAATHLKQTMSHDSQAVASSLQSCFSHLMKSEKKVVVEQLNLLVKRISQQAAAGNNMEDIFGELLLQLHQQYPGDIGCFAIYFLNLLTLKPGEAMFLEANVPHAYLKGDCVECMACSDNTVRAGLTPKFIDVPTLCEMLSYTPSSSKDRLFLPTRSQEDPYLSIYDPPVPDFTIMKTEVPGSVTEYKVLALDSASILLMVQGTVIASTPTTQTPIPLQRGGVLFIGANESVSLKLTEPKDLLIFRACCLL
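Material: human phosphomannose isomerase with PGI, G6PDH, diaphorase coupling enzymes; amount: PMI at 15 ng/mL final; also added: Mannose-6-phosphate 1.0 mM (near-saturating) plus 0.22 mM NADP+; incubation: enzyme reaction with compound 20 min at room temperature; signal: resorufin fluorescence (Ex 544/Em 590 nm) from resazurin via diaphorase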
PMI activator = activators of human PMI, primary screen, biochemical, fluorescence intensity, near-Km mannose 6-phosphate; Mannose-6-phosphate isomerase (Homo sapiens), P34949; activation factor at 20 µM; purified human PMI, coupled resazurin fluorescence, 20 min; active compounds read high; 1 = vehicle control, 0 substrate-free wells; 190,000 tested, 0.005% active;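 active = activation factor of 2 or more at 20 µM, relative to plate controls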
Starred values were filed as active, the others as inactive; . = not tested or not shown. Hits appear at their usual frequency; about 10% have a hit in one of these screens.

item	SMILES	bIAP inh	TNAP inh hi DEA	TNAP inh no acc	L major viab	bIAP act	Diaph inh CS	Diaphorase act	TNAP act hi DEA	PMI act satM6P	PMI activator
1	COC(=O)[C@H]1C[C@@H]1[C@H](NC(=O)OCc1ccccc1)c1ccccc1	17	-6	-13	-4	0.8	12	0.9	1.1	1	1
2	CCCOC(=O)c1ccc(OCC(O)Cn2c(C)nc3ccccc32)cc1 (configuration not stated)	6	1	13	12	0.9	8	0.9	1	0.9	0.9
3	O=C(CNC(=O)Cc1ccccc1)NCC(=O)OCC(=O)c1cccc2ccccc12	15	-4	-9	-8	0.8	16	0.8	1	1	0.9
4	S=C(NC1CCCC1)N1CCN(c2cccc(Cl)c2)CC1	1	-6	-22	-7	1	12	0.9	1.1	1	1
5	Brc1cccc(CN2CCCCCCC2)c1	.	-7	-20	-4	0	13	0.9	1.1	1	1
6	CCOC(=O)c1[nH]c2ccc(OC)cc2c1NC(=S)N1CCN(c2cccc(Cl)c2)CC1	-6	-3	-12	-5	1.1	14	0.9	1	0.7	0.8
7	O=C(O)c1ccc(-c2ccc(O)c(F)c2)cc1	10	-3	-8	-5	0.9	13	0.9	1	0.9	0.8
8	O=C(Nc1cn(-c2ccccc2)nc1-c1ccccc1)c1ccccc1	-15	-6	-10	83*	1.2	19	0.8	1.1	0.9	0.9
9	CCOC(=O)Nc1cccc(C(=O)O)c1	-5	0	-4	-7	1	1	1	1	1	1
10	COc1ccc(OC)c(/C(O)=C/C(=O)C(=O)Nc2ccccc2OC)c1	3	-4	-3	96*	1	11	0.9	1	1.1	1
11	COc1cccc(NC(=O)CCN2CCC(C(N)=O)CC2)c1	2	-2	-12	0	1	11	0.9	1	1	1
12	COc1ccccc1C1CC(c2ccco2)=NN1c1ccccc1 (configuration not stated)	21	-8	-25	3	0.8	18	0.8	1.1	1	0.9
13	C=CCN1C(=O)C2C(C(=O)NC)C3C=CC2(O3)C1C(=O)NCc1ccc(OC)cc1 (configuration not stated)	2	-4	-5	0	1	4	1	1	1	1
14	Cc1cc(C)cc(C(=O)Nc2ccc(N3CCN(S(C)(=O)=O)CC3)cc2)c1	-3	-5	-6	-1	1	-2	1	1.1	1	1
15	CCOC(=O)C1CCN(CC(=O)Nc2cc(S(=O)(=O)N3CCOCC3)ccc2C)CC1	-13	-1	-14	3	1.1	11	0.9	1	1	1
16	COc1ccc(NC(=O)CN(C)Cc2c(F)cccc2Cl)cc1S(=O)(=O)N1CCCCC1	-30	-4	-6	12	1.3	13	0.9	1	0.9	0.9
17	O=C(NC1(C(F)(F)F)NC(=O)N(Cc2cccnc2)C1=O)c1ccccc1 (configuration not stated)	8	-4	-12	-5	0.9	10	0.9	1	1.1	1
18	Cc1ccc(-n2cc(CN3CCC(CO)(Cc4ccccc4)CC3)cn2)cc1	0	-7	-9	80*	1	2	1	1.1	1	1
19	Cc1ccnc(SCCn2c(N3CCN(c4ccccc4)CC3)nc3c2c(=O)[nH]c(=O)n3C)n1	-12	-6	-10	-1	1.1	8	0.9	1.1	1	1
20	C/C(=N\OC(=O)c1ccc(C)cc1)c1c(C)nc2cc(C)ccn12	-3	-2	2	-1	1	0	1	1	1	1.1
21	Cc1cc(NC2CCCCC2)nc2ccccc12	18	-2	-10	84*	0.8	4	1	1	1	1
22	Cc1ccc(CSCCNC(=O)c2ccccc2)cc1	-9	-5	-8	8	1.1	15	0.9	1.1	0.9	0.9
23	COc1ccccc1NC(=O)CCC(=O)OCc1ccc(Cl)cc1	-6	-4	8	-2	1.1	-21	1.2	1	1.1	1.2
24	COc1ccccc1CNC(=O)C[n+]1ccccc1	13	-2	-2	-2	0.9	14	0.9	1	1	1
25	CSc1cnc2c(N)nc(N(C)C)nc2n1	-8	-4	-8	58*	1.1	20	0.8	1	1.4	1.3
26	COc1cc(O)oc1C=Nc1ccc(Cl)cc1Cl	2	-4	-1	-3	1	12	0.9	1	1	1.1
27	CCCCCCn1c(CN2CCN(C(=O)c3ccco3)CC2)nc2c1c(=O)n(C)c(=O)n2C	10	-8	-4	-2	0.9	-26	1.3	1.1	1.2	1.2
28	CCC(C)c1ccc(S(=O)(=O)N2CCN(C(C)CC(=O)O)CC2)cc1 (configuration not stated)	-3	-3	-11	48	1	2	1	1	1	1.1
29	Cc1c(NC(=O)/C=C/C(=O)O)cccc1[N+](=O)[O-]	-5	-5	-11	-5	1.1	4	1	1.1	1.1	1
30	CCOC(=O)Cc1nnc(Nc2cccc(C)c2)c2ccccc12	3	-4	-12	21	1	5	0.9	1	1	1

3 of the entries above in order of the bIAP act value, falling.
nr | canonical_smiles | bIAP act
15 | CCOC(=O)C1CCN(CC(=O)Nc2cc(S(=O)(=O)N3CCOCC3)ccc2C)CC1 | 1.1
2 | CCCOC(=O)c1ccc(OCC(O)Cn2c(C)nc3ccccc32)cc1 (configuration not stated) | 0.9
12 | COc1ccccc1C1CC(c2ccco2)=NN1c1ccccc1 (configuration not stated) | 0.8

More entries
item	SMILES	bIAP inh	TNAP inh hi DEA	TNAP inh no acc	L major viab	bIAP act	Diaph inh CS	Diaphorase act	TNAP act hi DEA	PMI act satM6P	PMI activator
31	CCOc1ccc(N2CC(C(=O)NCCC3=CCCCC3)CC2=O)cc1 (configuration not stated)	1	-8	-18	-3	1	9	0.9	1.1	0.9	0.9
32	Cc1ccccc1C(=O)c1cccn1CC(=O)NCc1ccc(Cl)cc1	-7	1	-6	-4	1.1	5	0.9	1	1	0.9
33	Fc1ccc2c(Cl)c(-c3nnc(-c4cccs4)o3)sc2c1	0	-6	-10	-8	1	-14	1.1	1.1	1.1	1
34	Cc1cc(-c2n[nH]c(=S)n2Cc2ccco2)nn1C	-4	-5	-4	26	1	15	0.8	1	1	0.9
35	Cc1ccc(COc2ccc(/C=N/O)cc2)cc1	21	-10	-14	58*	0.8	20	0.8	1.1	0.9	1
36	N#Cc1ccc(N2CCN(C(=O)c3cccc(F)c3)CC2)c(F)c1	9	0	5	-2	0.9	3	1	1	1	1
37	CCCCCNCC(=O)Nc1cc(C(F)(F)F)ccc1OCCOC	-15	-1	-3	2	1.1	12	0.9	1	1	1
38	C/C(CC(=O)Nc1ccccn1)=N\NC(=O)C(=O)Nc1cccc(C)c1	-6	-4	0	-5	1.1	5	1	1	1.1	1.1
39	COC(=O)c1c(C)n(-c2ccc(OC)cc2)c2ccc(O)cc12	9	-4	-12	22	0.9	30	0.7	1	0.8	0.8
40	CC(C)CC(C)NNC(=O)c1cc2ccccc2[nH]1 (configuration not stated)	7	0	5	-7	0.9	-1	1	1	1.1	1.1
41	CC(C)OC(=O)CSc1nnc2c3ccccc3n(C)c2n1	2	-1	-5	10	1	23	0.8	1	0.9	0.9
42	COC(=O)c1sccc1NC(=O)Cn1nnc(-c2ccc(C)cc2)n1	8	-4	-2	-4	0.9	3	1	1	1	0.9
43	COc1ccc(CCNC(=O)CCC(=O)N2CCN(S(=O)(=O)c3ccc(Cl)cc3)CC2)cc1OC	2	-2	-14	5	1	6	0.9	1	1	1
44	Cc1ccc(-c2nn(C)c(=O)c3ccccc23)cc1CN1CCOCC1	4	0	-4	14	1	0	1	1	1	1.1

Complete entries, looked up by structure. Order of values: bIAP inh, TNAP inh hi DEA, TNAP inh no acc, L major viab, bIAP act, Diaph inh CS, Diaphorase act, TNAP act hi DEA, PMI act satM6P, PMI activator
O=C(NC1(C(F)(F)F)NC(=O)N(Cc2cccnc2)C1=O)c1ccccc1 (configuration not stated) is entered as 8, -4, -12, -5, 0.9, 10, 0.9, 1, 1.1, 1
Brc1cccc(CN2CCCCCCC2)c1 is entered as ., -7, -20, -4, 0, 13, 0.9, 1.1, 1, 1
